Assay outcomes: PubChem BioAssay, National Center for Advancing Translational Sciences (NCATS)
RORgamma inh: inhibitors of mouse ROR gamma transcriptional activity | P51450 | Drosophila S2 Gal4-RORgamma UAS-luciferase reporter, 20 h | Potency, µM (top dose mostly 53.6 µM), inactives show at the highest dose activity change, negative = inhibition, actives largely listed as inhibitors | actives 5.4% (n = 310,000) | AID 2551; further: potency means the concentration at half of the fitted maximal effect; on the % scale 0 is the no-effect control and ±100 the full control effect; nearly all actives have a fitted effect of over 60% in size
Target sequence (P51450 whole entry, looked up, the tested form may be a part): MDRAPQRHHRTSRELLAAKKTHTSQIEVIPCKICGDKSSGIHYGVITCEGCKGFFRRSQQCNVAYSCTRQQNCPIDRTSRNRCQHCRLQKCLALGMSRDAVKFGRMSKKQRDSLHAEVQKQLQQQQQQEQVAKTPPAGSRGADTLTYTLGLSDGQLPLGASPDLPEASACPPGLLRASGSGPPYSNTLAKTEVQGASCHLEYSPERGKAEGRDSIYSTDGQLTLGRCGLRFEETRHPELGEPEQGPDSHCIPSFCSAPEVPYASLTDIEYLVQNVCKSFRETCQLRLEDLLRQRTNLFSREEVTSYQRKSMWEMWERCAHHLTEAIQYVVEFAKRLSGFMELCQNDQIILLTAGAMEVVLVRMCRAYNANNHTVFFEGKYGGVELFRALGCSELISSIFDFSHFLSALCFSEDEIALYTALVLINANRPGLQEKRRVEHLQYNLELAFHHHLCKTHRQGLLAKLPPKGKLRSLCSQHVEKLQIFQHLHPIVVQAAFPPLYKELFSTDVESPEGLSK
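Stably transfected Drosophila Schneider cells are the test system, with ROR gamma fused to Gal4 and luciferase under UAS control; luminescence is read after 20 hr of 700 uM copper sulfate induction at ambient temperature.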
ELG1 genotoxic: genotoxicity induction in ELG1-luciferase HEK293T cells; HEK293T ELG1-luciferase reporter, luminescence, 16 h; Potency, µM (series often up to 46 µM), without a hit: at the top dose activity change, positive = activation, usual class: activators; actives 1.3% (n = 330,000); further: potency means the concentration at half of the fitted maximal effect; % of control where 0% means no effect; nearly all actives have a fitted effect of over 60% in size
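HEK293T cells expressing luciferase-tagged ELG1 were treated with compound or DMSO for 16 hr at 37°C. Luciferase activity was then read after 30 min with ONE-Glo at room temperature; rising signal flags genetic stress.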
Gal4-VP16 FLuc: Gal4-VP16 reporter inhibition counter-screen; Drosophila S2 Gal4-VP16 UAS-luciferase, luminescence, 20 h; Potency, µM (highest dose often 53.6 µM), without a hit: top-dose activity, negative = inhibition, usual class: inhibitors; actives 3.5% (n = 310,000); AID 2546;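 further: Gal4-VP16 expression switched on by copper sulfate through the metallothionein promoter; potency means the concentration at half of the fitted maximal effect; on the % scale 0 is the no-effect control and ±100 the full control effect; nearly all actives have a fitted effect of over 50% in size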
KCNH2 3.1 block: blocks the human KCNH2 3.1 channel isoform. U2OS KCNH2 3.1, thallium flux FluxOr; active compounds read low. activity change, % (tested at about 1.8 µM). actives 0.95% (n = 340,000);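 active means maximum activity change below -70%; inconclusive means maximum activity change from -70% to -50%; inactive means maximum activity change above -50%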;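 further: thallium influx rate constant from kinetic fluorescence after stimulation buffer; on the % scale 0 is the no-effect control and ±100 the full control effect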
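Kinetic fluorescence (2 min after stimulation buffer) measures Tl+ influx through KCNH2 3.1 expressed by viral transduction in U2OS cells; the rate constant is normalized against DMSO controls serving as positive and negative references.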
uPA surface inh: cell surface uPA generation inhibition. actives 0.31% (n = 330,000). AID 540303. Potency, µM (doses to about 38.3 µM), for inactives: at the top dose activity change, negative = inhibition, usual class: inhibitors. cell surface uPA generation assay, qHTS; active means well fitted inhibition curve with a large enough effect; inconclusive means small, poorly fitted or top-dose-only effect; inactive means no such curve, though single readings can be large or run the other way; tested in mouse RAW 264.7 cells; further: potency means the concentration at half of the fitted maximal effect; on the % scale 0 is the no-effect control and ±100 the full control effect; nearly all actives have a fitted effect of over 55% in size
Giardia kill: Giardia lamblia killing; Giardia lamblia trophozoite viability; activity change, % at 7.66 µM, hits read low; actives 0.15% (n = 340,000); AID 540267; in the data active means activity change below about -80%; inconclusive means between about -30% and that limit;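 further: parasites exposed to compound for two days anaerobically before the ATP read; on the % scale 0 is the no-effect control and ±100 the full control effect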
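Giardia trophozoites, 100 cells per well, were exposed to compounds for 48 hrs at 37 deg C under anaerobic conditions; viability was then read as ATP content by bioluminescence after 15-30 min at room temperature.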
NPC1 promoter act: NPC1 promoter activation; Potency, µM (titrated, usually from 9.22 µM), for inactives: at the top dose activation, hits mostly activators; actives 2.4% (n = 320,000); AID 485313; Huh7 NPC1 promoter luciferase reporter, 24 h;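 further: potency means the concentration at half of the fitted maximal effect; % of control where 0% means no effect; nearly all actives have a fitted effect of over 60% in size; reporter is driven by a mutant NPC1 promoter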
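Stably transfected Huh7 (NPC1 promoter→luciferase), 1500 cells/well in Opti-MEM + 10% FBS, 2 h settle, then compound 24 h at 37 °C. Luminescence after 10 min with Amplite reagent.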
Tb PFK inh: T. brucei PFK enzyme inhibition | T. brucei PFK, ADP-Glo luminescence | actives 0.17% (n = 330,000) | O15648 | AID 485367 | Potency, µM (series often up to 57.5 µM), for inactives: at the top dose activity, negative = inhibition, most hits filed as inhibitors;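 further: potency means the concentration at half of the fitted maximal effect; 0% = uninhibited 1x PFK enzyme wells and -100% = no-enzyme wells; nearly all actives have a fitted effect of over 60% in size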
Target sequence (O15648 whole entry, looked up): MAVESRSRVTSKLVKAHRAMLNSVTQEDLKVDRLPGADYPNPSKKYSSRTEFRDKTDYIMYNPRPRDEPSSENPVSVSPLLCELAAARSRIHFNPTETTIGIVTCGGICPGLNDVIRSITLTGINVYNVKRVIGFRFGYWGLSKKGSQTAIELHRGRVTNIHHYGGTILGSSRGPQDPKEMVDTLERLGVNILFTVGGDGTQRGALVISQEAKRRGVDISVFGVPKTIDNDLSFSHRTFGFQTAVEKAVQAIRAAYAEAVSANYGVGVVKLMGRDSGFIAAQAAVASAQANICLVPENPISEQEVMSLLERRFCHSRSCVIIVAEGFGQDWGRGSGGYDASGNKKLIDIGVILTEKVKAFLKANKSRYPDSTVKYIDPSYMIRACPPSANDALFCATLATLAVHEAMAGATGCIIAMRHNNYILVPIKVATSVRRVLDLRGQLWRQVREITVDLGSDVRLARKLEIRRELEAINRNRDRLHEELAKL
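ADP-Glo luminescence quantified ADP after 45 min at room temperature, with 1.25 nM T. brucei PFK, 0.1 mM ATP and 0.5 mM fructose-6-phosphate in pH 8.0 TEA buffer. qHTS titrations up to 57 µM; curves classified by quality.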
Rab9 promoter act: Rab9 promoter activation. Huh7 Rab9 promoter-luciferase reporter, luminescence, 24 h. Potency, µM (titrated, usually from 9.22 µM), inactives show top-dose activation, negative = inhibition, usual class: activators. actives 2.8% (n = 320,000); further: potency means the concentration at half of the fitted maximal effect; % of control where 0% means no effect; nearly all actives have a fitted effect of over 60% in size
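Promoter activation is measured as luciferase luminescence in Huh7 cells stably transfected with a Rab9 promoter–luciferase construct, following 24 h compound exposure at 37 °C and 10 min reagent incubation at ambient temperature.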
FLuc modulator: inhibits or activates purified firefly luciferase, miR-21 counter-screen; Potency, µM (series often up to 57.5 µM), inactives show top-dose activity change, negative = inhibition, most hits filed as inhibitors; P08659; actives 6.9% (n = 360,000); AID 588342; purified FLuc, Km substrates, luminescence inhibition;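 further: potency means the concentration at half of the fitted maximal effect; plate controls were vehicle for no effect and reference inhibitor for full effect; nearly all actives have a fitted effect of over 55% in size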
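Purified P. pyralis luciferase (10nM final) with 10uM D-luciferin and 10uM ATP (Km levels) in 50mM Tris acetate pH 7.5, 10mM Mg acetate, 0.01% Tween-20, 0.05% BSA; qHTS 6-point titration, ~60 µM downward; luminescence read.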
Coupling enz: coupling enzyme interference in Giardia aldolase counter-screen; coupling enzyme system counterscreen, AmpLite Red fluorescence; activity change, negative = inhibition, % at 58.2 µM, hits read low; actives 0.67% (n = 290,000); in the data active means activity change below about -30%; further: on the % scale 0 is the no-effect control and ±100 the full control effect
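Compounds tested against the coupling enzymes alone at 57.5 uM final; readout was AmpLite Red fluorescence (525/598 nm) after 20 min at RT.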
* = called active by the depositor; ? = inconclusive; . = no result given; & = joins results of further samples; [ ] = dose if it differs, or a comment. Unless noted, the call rests on the fitted dose curve; in most records, active means well fitted curve in the direction sought with a large enough effect; inconclusive means small, poorly fitted or top-dose-only effect, or another doubt; inactive means no such curve, though single readings can be large; an effect the other way counts as inactive or inconclusive.

SMILES	RORgamma inh	ELG1 genotoxic	Gal4-VP16 FLuc	KCNH2 3.1 block	uPA surface inh	Giardia kill	NPC1 promoter act	Tb PFK inh	Rab9 promoter act	FLuc modulator	Coupling enz
Cc1ccc(C(=O)Cn2nnc(-c3cccs3)n2)cc1	9%	2%	-7%	1	4%	7	?	-2%	3.2µM*	5.4µM*	0
COc1ccccc1C1N(c2ccc(F)cc2)C(=O)C2CCCN21 (stereo unspecified)	-30%[0.365 µM]	4%	.	0	3%	-17	-1%	-1%	1%	-1%	4
CC(C)OCCCn1c(NN)nc2ccccc2c1=O	-44%	-13%	-3%	15	4%	-25	-2%	-13%	29%	-11%	0
Cc1nc2ccccn2c1C(=O)NNS(=O)(=O)c1ccc(Cl)cc1	98%	-10%	-36%	10	-1%	3	15%	5%	-5%	-1%	2
Cc1ccc(-c2ccc(/C=C(\C#N)C(N)=S)o2)c([N+](=O)[O-])c1	11µM*	6%	?	-12	-8%	-5	13%	-1%	3%	?	-5
Cc1cc(C)c2c(n1)sc1c(=O)[nH]c(SCc3ccccc3)nc12	38%	-1%	20%	9	-2%	1	2%	-6%	-2%	9%	-2
CN1C(=O)N(C)C2(c3ccccc3)NNC(N)=NC12c1ccccc1 (stereo unspecified)	8%	5%	5%	14	0%	17	12%	-7%	-7%	-5%	-3
CCc1ccc2oc(-c3cc(N)cc(C)c3O)nc2c1	?	?	8.9µM*	8	-13%	-5	6%	0%	?	?	-1
COc1ccc2[nH]c3c(c2c1)CCN1C(=O)N([C@@H](C)C(=O)NCc2ccc(F)cc2)C(=O)[C@]31C	17%	0%	10%	1	14%	-8	-1%	2%	0%	3%	0
CCOc1ccc(-c2cccc(NS(=O)(=O)c3cc([N+](=O)[O-])ccc3Cl)c2)nn1	.	1%	.	13	2%	11	12%	3%	-3%	?	.
CCOc1ccccc1N1CCN(C(=S)NCc2ccc(Cl)cc2)CC1	19%	-13%	-9%	-1	-1%	-19	0%	-9%	0%	1%	-19
O=C(CSc1ncnc2ccccc12)c1ccc2c(c1)OCCO2	-1%	?	0%	-12	-2%	-3	?	0%	2.8µM*	3.4µM*	4
Cc1ccc(N2C(S)=C(C#N)C(=O)NC23CCCCC3)cc1	?	1%	?	-4	-6%	-1	-2%	12%	-5%	17µM*	5
O=C1/C(=C/c2cccnc2)SC(=S)N1NS(=O)(=O)c1ccccc1	?	1%	2%	11	-2%	-10	-4%	-20%	1%[1.84 µM]	-8%	8
O=C(COC(=O)/C=C/c1ccccc1[N+](=O)[O-])Nc1ccc(OCc2ccccc2)cc1	?	?	?	0	1%	-16	?	0%	?	1%	-2
CCCc1cc(=O)[nH]c(SCC(=O)Nc2sc3c(c2C#N)CCC(C)C3)n1 (stereo unspecified)	14%	3%	3%	5	-3%	-18	-3%	-15%	-2%	27µM*	8
COc1ccc(C2(CNC(C)=O)CCCC2)cc1OC	-6%	-1%	-13%	10	6%	-17	-4%	6%	8%	2%	-7
CCc1ccccc1N(C1=NCCCS1)S(=O)(=O)c1ccc(C(C)(C)C)cc1	3%	-2%	?	-13	-12%	18	3%	-2%	-5%	-1%	-6
O=C(O)C1C2C=CC(C2)C1C(=O)NCCCn1ccnc1 (stereo unspecified)	-4%	1%	-19%	3	5%	-9	-6%	2%	-5%	4%	0
CCCCn1c(N)c(N(CC)C(=O)c2ccc(N(C)S(=O)(=O)c3ccc(C)cc3)cc2)c(=O)[nH]c1=O	.	-7%	.	-4	0%	7	-2%	1%	-3%	3%	.
O=C(CN(c1ccccn1)S(=O)(=O)c1ccccc1)Nc1ccccc1	-6%	-3%	-16%	7	7%	-21	-2%	1%	3%	-1%	1
O=C(CCC(=O)N1CCN(S(=O)(=O)c2ccccc2)CC1)c1ccc(Br)cc1	.	-9%	.	-12	15%	3	.	8%	.	.	.
O=C(c1ccc(F)cc1)N1CCN(Cc2ccccc2Br)CC1	-24%	0%	-12%	3	3%	4	-1%	-10%	-3%	2%	-3
CC(NC(=S)NC1CCCCC1)c1ccc(C(C)(C)C)cc1 (stereo unspecified)	1.6µM*	-5%	2µM*	-8	-4%	-4	-10%	-9%	-15%	-2%	0
COC(=O)CSc1ccc(-c2nc3ccc(C)cc3[nH]2)cn1	-17%	?	-22%	6	-6%	19	0%	1%	-2%	2.7µM*	-11
Nc1ccc2nc(N3CCOCC3)sc2c1	-34%	?	-11%	8	-29%	8	?	-6%	2µM*	?	-14
C[C@H](NC(=O)c1nc[nH]c1C(=O)NCc1ccc(CNC(=O)OC(C)(C)C)cc1)C(=O)OCc1ccccc1	.	3%	.	3	-9%	6	.	-2%	.	.	.
N#Cc1ccccc1CN1C(=O)S/C(=C/c2cccn2-c2ccc(C(=O)O)cc2)C1=O	0%	-2%	0%	-3	3%	6	0%	-21%	1%	-2%	5
O=C(CN1CCCc2ccccc21)N1CCc2ccccc21	?	1%	21%	-1	-1%	-18	1%	3%	0%	-16%	-2
CCN(CC)CC(=O)NN=C(c1ccccc1)c1ccccc1	10%	1%	-5%	?	10%	16	-4%	-1%	-4%	4%	3
CN(CC(=O)NCCC1=CCCCC1)S(=O)(=O)c1ccc2c(c1)c(=O)n(C)c(=O)n2C	-13%	-11%	0%	6	-4%	-7	0%	-10%	1%	2%	3
COc1ccc(CNC(=O)COC(=O)CN2C(=O)C(C)Oc3ccc(C)cc32)cc1 (stereo unspecified)	2%	20%	-2%	1	-18%	3	0%	0%	3%	-18%	-1
O=C(CSc1nc2ccccc2c(=O)[nH]1)c1cccs1	-2%	14%	-4%	-3	4%	-6	-1%	2%	5%	-3%	-2
CC/C(O)=C(\C#N)c1nnc2n1CCCCC2	13µM*	1%	?	8	.	-12	-3%	-1%	-5%	-2%	.
Cc1ccc2c(c1)c(-c1ccccc1)nc1nncn12	-22%	2%	6%	4	-6%	28	1%	1%	-1%	4%	3
O=c1c2ccccc2nc(SCCN2CCOCC2)n1CCc1ccccc1	-16%	-11%	-6%	-1	-8%	7	0%	3%	0%	3%	-4
Cc1nc2nc(COc3ccccc3)[nH]n2c(=O)c1Cc1ccccc1	10%	-7%	-2%	16	.	1	1%	-1%	1%	?	10
COCCNC(=S)N1CCc2cc(OC)c(OC)cc2C1COc1cc(C)cc(C)c1 (stereo unspecified)	?	-3%	22µM*	5	0%	1	1%	-1%	-3%	5%	0
CC(=O)N1CCN(S(=O)(=O)c2ccc(F)c(Cl)c2)CC1	-29%	3%	-7%	2	-2%	4	-5%	2%	-3%	2%	1
O=C(c1cc(F)ccc1F)C1CCCN(C(=O)CSc2ccccn2)C1 (stereo unspecified)	?	3%	1%	9	4%	-15	-4%	2%	1%	1%	5
O=C(Nc1ccc(O)c2c(=O)cc(-c3ccccc3Cl)oc12)c1ccc(F)cc1	24%&-12%	7%	-3%&2%	11	8%	?	2%	0%	1%	0%	2&3
CCOC(=O)c1sc(NC(=O)Cc2ccc(F)cc2)nc1C	6%	3%	-10%[10 µM]	8	3%	17	1%	-16%	2%	?	1
COc1ccc2oc(C(=O)Nc3nc4ccc(S(C)(=O)=O)cc4s3)c(C)c2c1	.	-8%	.	5	3%	-3	1%	-21%	-2%	?	.
COc1ccc(C(=O)NC(=S)NNC(=O)Cc2cccs2)cc1	6.3µM*	2%	?	-1	2%	-4	-4%	6%	-4%	4%	5
COc1ccc(-c2csc(-c3cccnc3)n2)cc1C	0%	?	-16%	0	-28%	-2	?	-3%	2.8µM*	7.6µM*	-3
O=C(c1ccccc1F)c1cc2c(cc1[N+](=O)[O-])OCCO2	2%	-3%	-1%[10 µM]	26	-1%	-8	-2%	-7%	-2%	-13%	1
Cc1ccc2nc3sc(C(=O)N4CCOCC4)c(N)c3cc2c1	?	?	?	14	-3%	?	0.25µM*	-5%	0.11µM*	0.12µM*	-4
COc1ccc(C2Nc3ccccc3C(=O)N2NS(C)(=O)=O)c(OC)c1 (stereo unspecified)	-9%	3%	-1%	11	4%	?	2%	-26%	0%	0%	2
COc1ccccc1-c1nc(C#N)c(NCc2ccc(F)cc2)o1	-4%	1%	0%	-14	8%	-5	1%	0%	-1%	-17%	1
COc1ccc2oc3ccc(OC)cc3c(=O)c2c1	4%	?	6%	-4	-3%	-18	3.2µM*	-6%	2.8µM*	3µM*	7
